# Screening data as filed in PubChem BioAssay.
# VCAM1 TNFa inh – inhibitors of TNFa-induced VCAM1 expression, primary screen, imaging, HUVEC, TNFa stimulus, immunofluorescence. HUVEC TNFa-induced VCAM-1 immunofluorescence, high-content imaging. inhibition, % at 2 µM. 95,000 compounds, 0.48% hits;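 active = inhibition above the batch mean plus 3 SD, with images confirmed as a hit by eye, cut at about 37% in these data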;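 note: 0% = TNF-stimulated DMSO wells and 100% = unstimulated control wells; not every result past the cut was called active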
# CYP2C19 inhib – blockers of cytochrome P450 2C19 activity – biochemical, luminescence, ADME assay, primary screen | 96,000 compounds, 21% hits | P33261 | CYP2C19 Supersomes, luciferin-H EGE luminescence, 30 min | inhibition, % at 5 µM;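 active = CYP2C19 inhibition above a set limit at 5 µM in the primary screen, cut at about 50% in these data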;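 note: plate controls were negative control wells for no effect and 2.5 mM tranylcypromine positive control for full effect; values of inactives mirror those of a sister screen read the other way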
# TNFa cytotox – cytotoxicity in TNFa-stimulated HUVEC, primary screen, cytotoxicity control for VCAM1 expression modulator project, imaging, Hoechst nuclei count; HUVEC TNFalpha-stimulated, Hoechst cell count; cell count reduction, % at 2 µM; 93,000 compounds, 0.17% hits; AID 848, 2007;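 active = cell count reduction exceeding the screen mean by over 5 SD, scaled to untreated wells per plate, cut at about 78% in these data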;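 note: cells counted after 24 h of TNF alpha exposure following the 1 h pretreatment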
# Candida biofilm – clotrimazole potentiators killing Candida biofilms, primary screen, with clotrimazole, Alamar Blue. C. albicans biofilm + clotrimazole. inhibition, % at 6 µM. 85,000 compounds, 0.14% hits;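 active = inhibition above 20%; inactive = inhibition below 20%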;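 note: preformed 24 hr biofilms exposed to compound for 48 hr; 0% = biofilm without compound and 100% = blank killed by clotrimazole plus chlorhexidine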
# HUVEC tox IL1B – cytotoxicity in IL-1B stimulated HUVEC, primary screen, cytotoxicity control for IL-1B NFkB translocation project, imaging, Hoechst nuclear count, IL-1B stimulus. 94,000 compounds, 0.41% hits. AID 845, 2007. HUVEC cell count loss. cell count reduction, % at 2 µM;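 active = cell count reduction more than 3 SD above the screen-wide mean, cut at about 70% in these data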;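 note: normalized per plate to untreated control cells as the no-loss baseline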
# CYP2C9 inhib – blockers of cytochrome P450 2C9 activity – biochemical, luminescence, ADME assay, primary screen; P11712; CYP2C9 Supersomes, luciferin-H conversion; inhibition, % at 5 µM; 96,000 compounds, 20% hits; AID 777, 2007;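 active = blocking of liver enzyme CYP2C9 beyond about 50% at 5 µM, limit read from the data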; note: values of inactives mirror those of a sister screen read the other way
# CYP2C9 activ – human CYP2C9 activators, primary screen, biochemical, luminescence. 96,000 compounds, 1.4% hits. recombinant CYP2C9, luciferin-H conversion; active compounds read high; factor 1 = untreated enzyme, 0 = blocked. Cytochrome P450 2C9 (Homo sapiens), P11712. AID 1024, 2008. activation factor at 5 µM;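 active = activation factor of 2 or more for CYP2C9 at a 5 µM dose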;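 note: 0 = sulfaphenazole-blocked wells and 1 = vehicle-only wells; values of inactives mirror those of a sister screen read the other way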
# DAT uptake mod – changed hDAT dopamine uptake under cocaine IC80, either direction, primary screen, cocaine antagonist project, cell-based, LLC-PK1 hDAT, [14C]-dopamine uptake, MLSMR; LLC-PK1 hDAT cells, [14C]-dopamine uptake with cocaine IC80; actives deviate in either direction; AID 449768, 2010; 110,000 compounds, 1.3% hits; B-score at 10 µM; Sodium-dependent dopamine transporter (Homo sapiens), Q01959;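 active = Z score or B-score, a plate-position-corrected score, falls beyond the plate's 99.7% confidence bounds, in either direction; inactive = both scores lie inside the 99.7% bounds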;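 note: scored against the spread of the other compound wells on the same plate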
# Target sequence (Q01959 whole entry, looked up): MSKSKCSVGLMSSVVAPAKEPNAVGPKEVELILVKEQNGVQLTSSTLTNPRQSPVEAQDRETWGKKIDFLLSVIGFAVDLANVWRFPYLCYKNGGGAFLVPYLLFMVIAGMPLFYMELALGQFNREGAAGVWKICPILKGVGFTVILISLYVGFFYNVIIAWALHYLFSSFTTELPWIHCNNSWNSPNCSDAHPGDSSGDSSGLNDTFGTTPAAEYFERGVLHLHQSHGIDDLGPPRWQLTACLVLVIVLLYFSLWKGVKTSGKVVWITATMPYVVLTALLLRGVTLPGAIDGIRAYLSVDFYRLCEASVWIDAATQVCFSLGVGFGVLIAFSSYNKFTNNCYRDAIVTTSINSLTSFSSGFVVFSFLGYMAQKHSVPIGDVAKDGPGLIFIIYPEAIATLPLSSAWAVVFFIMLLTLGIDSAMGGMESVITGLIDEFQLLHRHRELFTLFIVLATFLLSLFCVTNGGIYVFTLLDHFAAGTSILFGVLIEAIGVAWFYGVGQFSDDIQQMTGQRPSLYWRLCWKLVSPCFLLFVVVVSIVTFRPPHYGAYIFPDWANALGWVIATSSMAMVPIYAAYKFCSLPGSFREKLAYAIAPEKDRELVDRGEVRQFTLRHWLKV
# CYP2C19 act – human CYP2C19 activators, primary screen, biochemical, luminescence. activation factor at 5 µM. Cytochrome P450 2C19 (Homo sapiens), P33261. 96,000 tested, under 10 active. recombinant CYP2C19, luciferin-H EGE luminescence; active compounds read high; 0 = fully inhibited enzyme, 1 = untreated enzyme;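 active = activation factor of at least 2 at 5 µM in the primary screen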;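 note: 0 = wells with 2.5 mM tranylcypromine and 1 = vehicle-only wells; values of inactives mirror those of a sister screen read the other way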
# * marks the source's active call; other numbers are inactive results; · = not tested or not shown.
SMILES,VCAM1 TNFa inh,CYP2C19 inhib,TNFa cytotox,Candida biofilm,HUVEC tox IL1B,CYP2C9 inhib,CYP2C9 activ,DAT uptake mod,CYP2C19 act
CCOc1ccc(N2C(=O)CC(NCCc3ccc(S(N)(=O)=O)cc3)C2=O)cc1 (stereo unspecified),-14,14,6,8,-13,7,0.9,0.12,0.9
COc1ccccc1NC(=O)Cn1nnc(-c2ccccc2NC(=O)c2cccs2)n1,-10,-1,-13,2,11,26,0.7,-1.2,1
Cc1cc(C)cc(N(CC(=O)NC2CCCCC2)C(=O)c2ccc(C)s2)c1,27,26,-5,·,-11,-5,1.1,-0.074,0.7
CC1(C)CC(=O)C2=C(C1)N(CC1CCCO1)C(=O)C2(O)C(F)(F)F (stereo unspecified),17,15,-26,6,-4,-14,1.1,0.0077,0.8
O=C(Nc1ccc(F)cc1)NC1(C(=O)NCc2ccco2)CCCCC1,2,45,-9,6,26,44,0.6,0.1,0.6
C#CCOC(=O)c1ccc(-n2cncn2)nc1,7,82*,-18,2,·,33,0.7,1.7,0.2
CCOc1ccc(C2NC(=O)c3n[nH]c(C)c32)cc1 (stereo unspecified),5,69*,-11,10,-13,-8,1.1,0.64,0.3
Cc1ccccc1S(=O)(=O)Cc1ccc(C(=O)NCCN2CCCCC2C)o1 (stereo unspecified),·,4,·,6,·,11,0.9,-1,1
COC(=O)C1CSc2[nH]c(=O)sc2C1c1ccccc1 (stereo unspecified),-11,42,-1,·,-1,47,0.5,0.0088,0.6
CCOC(=O)c1c(NC(C)=O)sc2c(O)c(Br)ccc12,-2,4,-8,7,16,55*,0.4,-0.023,1
N#CCc1nc(CSc2nc3ccccc3s2)cs1,21,98*,17,6,-4,28,0.7,-0.25,0
c1ccc(CCNc2nc3ccccc3s2)cc1,0,97*,-38,8,8,82*,0.2,0.55,0
CC(N=c1ccccn1C(=O)Nc1ccc(Cl)cc1)c1ccco1 (stereo unspecified),-11,40,2,4,-8,22,0.8,-1.8,0.6
Cn1c(=O)oc2cc(S(=O)(=O)NCCN3CCCCCC3)ccc21,1,15,-38,6,5,0,1,-0.41,0.9
COc1ccc(OC)c(C2C(C(C)=O)=C(O)C(=O)N2c2ccc(O)cc2)c1 (stereo unspecified),-3,14,-12,-2,-4,20,0.8,-0.12,0.9
O=S(=O)(c1ccccc1C(F)(F)F)N1CCOCC1,6,0,-24,8,-32,-48,1.5,-0.0052,1
Cc1ccc(C)c(/C=N/NC(=S)NCCc2ccccc2)c1,10,0,-17,·,-13,9,0.9,1,1
Cc1cc(NS(=O)(=O)c2ccc(NC(=O)c3ccco3)cc2)no1,18,-5,-43,5,-14,0,1,2.7*,1.1
Nn1c(SCC(=O)NCc2ccccc2)nnc1C1CC1,-4,12,-39,6,5,19,0.8,-0.36,0.9
COc1ccc(NC(=O)c2oc3ccccc3c2NC(=O)c2ccco2)cc1,-2,60*,0,2,-36,19,0.8,-0.29,0.4
CCCn1c(N)c(Sc2ccc(Cl)cc2)c(=O)n(CCC)c1=O,-7,90*,-1,-1,-16,58*,0.4,1.4,0.1
CCn1c2ccccc2c2cc(N=C3SC(CC(=O)Nc4ccccc4)C(=O)N3C)ccc21 (stereo unspecified),-12,37,-6,·,-11,87*,0.1,0.25,0.6
Cc1ccc(N2C(=O)SC(N(CC(=O)O)c3cccc(C)c3)C2=O)cc1 (stereo unspecified),-7,6,-6,0,-15,0,1,-0.72,0.9
CCOc1ccc(C(=O)Nc2c3c(nn2C(C)(C)C)CSC3)cc1OCC,-11,12,-4,0,-50,18,0.8,-0.1,0.9
CC(O)(C#CCN1CCOCC1)c1ccccc1 (stereo unspecified),-14,18,-20,-3,-34,-5,1,-0.73,0.8
C=CCOC(=O)C1=C(C)OC(N)=C(C#N)C1c1ccc2c(c1)OCO2 (stereo unspecified),1,100*,4,9,6,98*,0,-0.28,0
Cc1ccc(SCC(=O)N2CCc3ccccc32)cc1,-27,·,-2,0,34,·,·,-0.5,·
COc1cc(C(C(=O)NC2CCCCC2)N(Cc2cccs2)C(=O)Cc2c[nH]c3ccccc23)cc(OC)c1OC (stereo unspecified),10,73*,-13,·,-32,58*,0.4,0.034,0.3
CCNC(=S)NNC(=O)c1cc(CC(C)C)nc2ccccc12,-3,10,6,·,10,64*,0.4,-0.48,0.9
CCOc1ccccc1C(=O)Nc1ccc(S(=O)(=O)N2CCOCC2)cc1,2,54*,-19,7,-28,-230,3.3*,-0.052,0.5
O=C(NCc1ccco1)c1ccc2c(=O)n(Cc3ccco3)c(SCC(=O)N3CCCC3)nc2c1,14,23,-27,7,-26,64*,0.4,2.2*,0.8
CCCc1cc(=O)[nH]c(SCC(=O)Nc2ccccc2C#N)n1,-1,2,-19,4,-5,-29,1.3,0.61,1
Cc1cc(C)cc(Oc2ccccc2/C=C\C(=O)O)c1,·,-4,·,·,·,-9,1.1,0.24,1
O=C(CO/N=C/c1cccc([N+](=O)[O-])c1)Nc1ccc2ccccc2c1,-2,-11,-40,7,-24,88*,0.1,0.2,1.1
Cc1csc(SCC(=O)Nc2ncc(Cl)c(C)c2Cl)n1,-6,38,-5,0,-11,17,0.8,-1.3,0.6
O=S(=O)(NCCc1cn2ccccc2n1)c1ccc(F)c(C(F)(F)F)c1,17,·,-13,·,-11,·,·,-0.56,·
O=C(NCC1CCCO1)C1CC(=O)N(c2ccc(F)c(Cl)c2)C1 (stereo unspecified),3,-14,-30,3,2,-55,1.6,0.75,1.1
CC(C)(C)C(=O)NC(=S)NCCc1ccccc1,11,41,-17,·,-22,1,1,-0.86,0.6
Cc1cccc(OCCSCc2nc3ccccc3[nH]2)c1,-6,72*,1,·,-27,61*,0.4,-0.11,0.3
CC1CC(C)CN(S(=O)(=O)c2ccc(C(=O)N3CCN(c4ccccc4)CC3)cc2)C1 (stereo unspecified),6,68*,-11,6,-11,82*,0.2,0.16,0.3
O=C(Cn1c(=O)n(Cc2ccco2)c(=O)c2cc(Cl)ccc21)NCC1CCCO1 (stereo unspecified),-21,26,-1,5,-26,7,0.9,0.72,0.7
Cc1cc(C)n(-c2c(F)c(F)c(COC(=O)c3ccccc3)c(F)c2F)n1,4,37,-5,0,-32,3,1,-0.28,0.6
COc1cccc(N2CC(C(=O)Oc3ccc4ccccc4c3)CC2=O)c1 (stereo unspecified),0,9,-13,2,-25,13,0.9,-0.12,0.9
COCCCNC(=O)CCn1c(=O)c2ccccc2n(CC(=O)Nc2c(C)cccc2C)c1=O,-14,-2,1,7,-4,17,0.8,-0.71,1
CCN(CC)C(=O)CNC(=O)Cc1ccc(Cl)cc1,-10,41,-30,5,-5,-21,1.2,-0.16,0.6
CO/N=C(/c1nonc1N)N1CCN(c2ccc([N+](=O)[O-])cc2)CC1,17,3,9,·,-12,5,1,-0.51,1
CCCCOc1cccc(C(=O)Nc2ccc(N3CCN(CC)CC3)cc2)c1,·,-1,·,-4,·,2,1,0.66,1
O=C(CCCC(=O)N(CC(=O)NC1CCCC1)Cc1ccc(F)cc1)Nc1ccccn1,19,44,-50,-3,10,52*,0.5,-0.72,0.6
COc1ccc2c(c1)c(C(O)CN1CCC(Cc3ccccc3)CC1)c(C)n2C (stereo unspecified),12,0,-26,·,-6,1,1,·,1
CCOC(=O)c1sc(NC(=O)CSc2ncn(-c3ccccc3)n2)nc1C,17,29,-8,7,-32,37,0.6,0.63,0.7

# (more compounds)
SMILES,VCAM1 TNFa inh,CYP2C19 inhib,TNFa cytotox,Candida biofilm,HUVEC tox IL1B,CYP2C9 inhib,CYP2C9 activ,DAT uptake mod,CYP2C19 act
Cn1c(=O)oc2cc(S(=O)(=O)N3CCN(c4ccc(F)cc4)CC3)ccc21,-16,18,1,-2,17,-20,1.2,0.22,0.8
O=C(c1ccccc1)N(Cc1ccc(F)cc1)Cc1nc2ccccc2c(=O)[nH]1,6,·,-15,3,-16,·,·,-0.45,·
COc1ccc(C(C)(C)C)cc1NC(=O)C1CC=CCC1C(=O)O (stereo unspecified),-12,8,-21,1,5,34,0.7,-0.21,0.9
CC1CN(CCCOc2ccccc2[N+](=O)[O-])CC(C)O1 (stereo unspecified),4,42,-13,·,2,32,0.7,0.12,0.6
